RAM network inh = inhibitors of the yeast RAM network | S. cerevisiae dse1pr::URA3 reporter, 5-FOA growth OD615, 2 d; analog-sensitive cbk1-as2 kinase mutant strain | inhibition, % at 50 µM | 1.8% of 190,000 active;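 active means inhibition above a set limit, 3 SD over mean compound inhibition, cut at about 8.4% in these data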;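 further: 0% = DMSO-only wells with no growth and 100% = 10 µM 1-NA-PP1 full growth; inhibition rescues growth on 5-FOA so higher OD means more RAM inhibition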
DTT redox prof = compounds producing H2O2 with reducing agent – biochemical, NIH compound library profiling, artefact control for MLSCN library redox annotation, primary screen | activation, % at 10 µM | 0.03% of 200,000 active | DTT-dependent redox cycling H2O2, phenol red/HRP absorbance; 100% = 100 µM peroxide control, 0% = buffer | AID 878;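 active means activation of at least 50% relative to the plate's high and low controls in the primary single-dose screen; inactive means activation below 50%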;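 further: compound incubated with DTT at 0.8 mM final as the reducing agent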
PPARg SRC-2 ag = promotes SRC-2 coactivator recruitment by human PPARgamma; activation, % at 8 µM; 0.34% of 200,000 active; PPARgamma LBD-SRC-2 recruitment, biochemical; AID 1032; in the data active means activation above about 22%;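 further: 0% = vehicle and 100% = reference agonist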
PPARg SRC-1 ag = promotes SRC-1 coactivator recruitment by human PPARgamma; P37231; PPARgamma-SRC-1 coactivator recruitment biochemical assay; activation, % at 8 µM; 0.41% of 200,000 active; AID 631; in the data active means activation above about 19%;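 further: 0% = DMSO and 100% = reference agonist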
HMGR II inh = blocks class II HMG-CoA reductase of Enterococcus faecalis. inhibition, % at 10 µM. 0.41% of 190,000 active. AID 1066. purified E. faecalis HMGR, NADPH absorbance 340 nm kinetic;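 active means inhibition above a set limit, the median over all tested compounds plus 3 SD, cut at about 9.5% in these data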;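 further: enzyme runs in reverse so mevalonate oxidation gives rising NADPH absorbance; 0% = complete reaction with DMSO and 100% = background rate lacking mevalonate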
PPARg SRC3 recr = agonists of human PPARgamma SRC-3 coactivator recruitment; P37231; biochemical PPARgamma/SRC-3 coactivator recruitment assay; activation, % at 8 µM; 0.26% of 200,000 active; AID 731; in the data active means activation above about 23%;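 further: 0% = DMSO and 100% = reference agonist; some compounds past the cut are filed as inactive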
bIAP inh = blocks bovine intestinal alkaline phosphatase activity. 190,000 tested, under 10 active. inhibition, % at 20 µM. AID 1019. purified bovine IAP, CDP-star luminescence, 30 min;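 active means over 50% inhibition of intestinal alkaline phosphatase at 20 µM in the single-dose screen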
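System: purified bovine intestinal alkaline phosphatase (IAP) enzyme; Input: IAP diluted 1/65,000,000 in the well; Measured by: CDP-star luminescence signal; Compound dosing: 20 µM single dose; Incubation: 30 min reaction at room temperature.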
ROMK primary = modulates human ROMK potassium channel activity | Tet-inducible ROMK, thallium flux fluorescence; actives lie on both sides | P48048 | AID 1918 | B-score at 10 µM | 2% of 130,000 active;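 active means signal ratio slope over the read window, or its plate-corrected B-score, at least 3 SD from the plate mean, either direction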;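 further: B-score of the F/F0 ratio slope over 7 to 12 s after thallium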
Target sequence (P48048 whole entry, looked up): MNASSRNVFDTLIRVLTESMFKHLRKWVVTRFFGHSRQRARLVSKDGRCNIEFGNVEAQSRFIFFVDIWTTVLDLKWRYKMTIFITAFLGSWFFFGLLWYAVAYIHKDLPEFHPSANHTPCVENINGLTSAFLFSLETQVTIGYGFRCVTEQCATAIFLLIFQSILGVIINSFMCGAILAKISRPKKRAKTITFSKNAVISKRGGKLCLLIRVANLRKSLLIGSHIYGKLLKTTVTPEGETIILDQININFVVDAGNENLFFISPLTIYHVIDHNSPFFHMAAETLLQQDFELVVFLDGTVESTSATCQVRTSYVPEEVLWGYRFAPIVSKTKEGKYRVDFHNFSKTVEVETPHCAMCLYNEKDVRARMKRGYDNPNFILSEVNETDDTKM
L major viab = Leishmania major promastigote growth inhibition. 9% of 200,000 active. inhibition, % at 10 µM. Leishmania major promastigotes, resazurin fluorescence viability. AID 1063; in the data active means inhibition above about 50%;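 further: promastigotes grown with compound for 44 hours at 28 °C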
TR-FRET SRC-2 ct = flags TR-FRET format artefacts in PPARgamma SRC-2 recruitment agonist screen; 0.4% of 200,000 active; TR-FRET ratio at 8 µM; TR-FRET artefact counter-screen; stronger effect = higher value; AID 1049; in the data active means TR-FRET ratio above about 2000; further: inactives centre near 1500; reference of the scale not given here
S1P3 antagonist = S1P3 (human) receptor antagonism; Q99500; CHO S1P3 NFAT-BLA reporter, FRET fluorescence, antagonist mode; inhibition, % at 4.98 µM; 0.27% of 170,000 active;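 active means inhibition above the plate cutoff, the mean inhibition of test wells on that plate plus 3 SD, cut at about 28% in these data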;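 further: cells challenged with S1P at its EC80 of 0.8 µM; blue over green emission ratio from cleaved BLA substrate after 4 h stimulation; 0% = S1P-stimulated wells and 100% = unstimulated DMSO-only wells; some compounds past the cut are filed as inactive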
Target sequence (Q99500 whole entry, looked up): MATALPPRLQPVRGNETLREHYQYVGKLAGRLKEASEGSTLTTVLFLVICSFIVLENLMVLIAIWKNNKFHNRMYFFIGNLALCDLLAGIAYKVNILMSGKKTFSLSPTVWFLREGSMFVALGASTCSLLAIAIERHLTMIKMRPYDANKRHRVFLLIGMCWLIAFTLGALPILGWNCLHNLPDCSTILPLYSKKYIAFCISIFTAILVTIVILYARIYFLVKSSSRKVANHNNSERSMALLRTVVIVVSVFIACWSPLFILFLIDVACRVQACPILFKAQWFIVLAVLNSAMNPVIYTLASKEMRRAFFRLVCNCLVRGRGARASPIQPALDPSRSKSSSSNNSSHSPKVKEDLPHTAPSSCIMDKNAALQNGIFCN
* hit, by the source's call; x = not tested or not shown.

Values in the order – L major viab	PPARg SRC3 recr	ROMK primary	HMGR II inh	TR-FRET SRC-2 ct	RAM network inh	PPARg SRC-2 ag	PPARg SRC-1 ag	DTT redox prof	bIAP inh	S1P3 antagonist
> COc1ccc(NS(=O)(=O)c2ccc(SC)cc2)cc1
    5.7	-0.7	x	-7.5	1329	-0.1	2.8	0.5	-1.0	9.5	-21.7
> COc1cccc(-n2c(Cn3nc(C(F)(F)F)cc3C)n[nH]c2=S)c1
    -2.2	0.4	x	-1.2	1388	2.7	2.7	3.5	-0.1	-7.4	-0.5
> CC(C)(C)c1ccc(OCC(=O)NNC(=O)c2cccnc2)cc1
    -2.3	4.6	0.0193	3.1	1612	-0.1	0.1	4.0	-0.7	-27.3	-6.2
> O=C(N/N=C/c1cccnc1)c1cccc(S(=O)(=O)Nc2cccc(Cl)c2)c1
    -0.7	-1.5	0.277	-5.2	1557	1.9	3.7	9.2	-0.2	-3.3	-15.4
> CNC(=O)C1(CC(C)C)C=CCN1C(C)=O (centres undefined)
    -0.6	3.7	-0.0682	-0.4	1501	0.8	2.7	9.8	-0.2	7.6	-7.4
> CN(Cc1ccccc1)C(=O)COC(=O)c1ccc(Cl)c(N)c1
    -6.3	0.6	x	-11.0	1633	0.7	0.6	12.1	2.5	3.9	7.1
> C1CCC(CNc2c3c(nc4nnnn24)CCCC3)CC1
    10.3	-1.1	-0.522	-1.8	1492	0.8	0.5	-8.1	-1.2	13.5	x
> Cc1csc(-c2cnn(-c3ccccc3)c2NC(=O)c2cccc(F)c2)n1
    9.3	0.5	1.15	-3.4	1270	1.4	-6.8	2.3	0.1	-1.3	x
> O=C(O)c1ccc(COCC(F)(F)C(F)F)o1
    -4.6	1.4	0.038	0.3	1732	1.5	2.2	6.0	-0.9	7.6	x
> COc1ccccc1NC(=O)CN1CCC(n2nnc3cc(F)ccc32)CC1
    31.1	-2.9	-0.157	-6.1	1527	1.7	5.2	-3.2	-0.3	11.3	-1.8

Taken from above.
Entry of `CC(C)(C)c1ccc(OCC(=O)NNC(=O)c2cccnc2)cc1` under DTT redox prof: -0.7
Entry of `O=C(N/N=C/c1cccnc1)c1cccc(S(=O)(=O)Nc2cccc(Cl)c2)c1` under PPARg SRC-2 ag: 3.7

(next part)
Values in the order – L major viab	PPARg SRC3 recr	ROMK primary	HMGR II inh	TR-FRET SRC-2 ct	RAM network inh	PPARg SRC-2 ag	PPARg SRC-1 ag	DTT redox prof	bIAP inh	S1P3 antagonist
> Cc1cccc(N2CCN(C(=S)c3ccc(-c4ccccc4[N+](=O)[O-])o3)CC2)c1
    26.0	2.9	-0.441	-5.9	1746	10.8*	-0.9	-3.6	2.5	-1.2	-2.5
> S=c1[nH]cc(-c2ccccc2)n1-c1ccccc1
    -6.7	-2.2	x	-3.3	1579	-0.8	10.1	-11.2	1.8	-3.3	x
> COc1ccc(C(C(=O)NC2CCCC2)N(C(=O)c2ccoc2C)c2ccc(C)cc2)cc1 (centres undefined)
    24.6	2.2	x	-2.8	1399	0.1	6.2	8.3	1.8	-3.2	x
> CC(C)Cn1c(N)c(-c2nc(C(C)C)c(C(=O)c3ccccc3F)s2)c(=O)n(C)c1=O
    -1.6	-2.6	0.0437	-2.3	1485	11.7*	1.0	-8.9	0.7	0.3	-15.1
> COc1ccc(C(CC(=O)c2ccc(O)cc2)S(=O)(=O)c2ccc(C)cc2)cc1 (centres undefined)
    90.9*	9.8	x	-2.0	1809	2.2	4.0	-4.3	1.0	18.2	x
> COc1ccc(Cc2n[nH]c(=S)n(N)c2=O)cc1
    -8.1	2.9	1.89	1.6	1518	1.1	6.6	7.6	0.6	12.8	9.7
> Cc1cc(Nc2ccccc2)nn1C(=O)c1ccccc1
    41.3	-4.4	x	-6.7	1507	2.4	-6.0	-2.5	2.9	6.8	35.0
> O=C(COCC(=O)N1CCOCC1)N1CCOCC1
    -8.2	-2.8	x	-4.6	1536	0.3	-3.9	9.5	-0.5	1.2	-3.8
> COC(=O)C1CCN(C(=O)c2ccc(SC)cc2OC)CC1
    -0.6	3.2	-0.651	-6.4	1281	0.1	-6.7	2.1	0.0	3.8	-4.8
> Cc1cccc(Oc2nc3ccccn3c(=O)c2/C=C(\C#N)C(=O)NC2CCS(=O)(=O)C2)c1 (centres undefined)
    6.7	1.3	0.0151	-2.9	1388	1.0	-4.0	1.7	-0.3	-4.5	1.5
> COc1cc(/C=C2/C(=O)CNC2=O)ccc1O
    -2.3	2.1	-2.93*	-1.6	1596	0.1	3.7	-2.4	-2.2	47.0	9.2
> O=C1C2CCCN2C(=O)N1CCCN1CCN(c2cccc(Cl)c2)CC1 (centres undefined)
    3.8	-1.4	-0.0766	-1.6	1672	0.1	-1.3	0.7	0.0	4.3	-1.4
> CCCCOc1ccc(Cc2c(Cl)nc(SC)nc2N2CCOCC2)cc1
    4.2	-2.8	0.532	-2.7	1655	8.3	1.8	-5.8	-0.3	-2.6	-9.2
> CCOC(=O)C(NC(C)=O)C(=O)Nc1c(C)cccc1C (centres undefined)
    -5.6	-3.8	-0.567	-8.3	1500	2.6	-6.3	-11.0	-2.0	12.8	-17.3
> N#CCSc1nnc(-c2ccc(F)cc2)n1N
    -5.0	2.9	-0.067	-8.7	1706	0.8	3.0	5.0	-0.6	-12.2	-17.4
> O=C(/C=C/c1ccccc1)Nc1ccc(Cl)cn1
    -1.0	5.4	3.25	1.6	1616	1.6	-3.6	3.5	0.6	15.8	-3.8
> N=c1ccn(Cc2ccc(Cl)c(Cl)c2)cc1
    -4.1	-0.5	x	-6.7	1526	2.2	5.3	-1.8	1.5	17.3	-0.4
> CCNC(=O)N1C(=O)C2(OCCO2)c2cc(Br)ccc21
    -9.0	6.0	-0.196	-5.5	1542	0.5	3.5	-7.0	2.6	-3.6	-4.1
> Cc1cc(N2CCOCC2)ccc1/C=C1\NC(=O)N(CC(=O)Nc2ccc(F)cc2)C1=O
    -2.2	3.4	0.204	-5.4	1817	1.1	10.4	7.8	0.2	-12.6	9.6
> COc1cc(/C=C(\C#N)C(=O)NCC2CCCO2)ccc1OC(C)C (centres undefined)
    78.5*	0.7	-0.967	-3.3	1591	0.0	-6.8	-3.8	0.4	1.2	-4.5
> Cc1ccccc1NC(=O)c1ccc(NS(=O)(=O)c2cc(C(C)(C)C)cc(C)c2C)cc1
    4.8	5.6	x	-1.6	1590	4.6	4.1	5.7	0.8	8.5	2.9
> C=CCn1c(=NC(=O)C2CCCCC2)sc2cc(NC(C)=O)ccc21
    79.5*	2.8	x	-1.4	1700	1.8	4.7	4.9	-0.7	5.7	x
> CC(C)CCNC(=O)C1(c2cccs2)CCOCC1
    2.2	-3.9	-0.188	-7.7	1448	-0.4	1.7	-1.6	-1.5	-2.6	-11.8
> O=C(NNC(=S)NC(=O)c1ccco1)c1ccc(NC(=O)c2ccccc2)cc1
    95.6*	5.7	0.567	-2.5	1675	5.6	11.2	7.5	-0.3	-8.8	-10.5
> O=C(CNC(=O)c1ccc2c(c1)OCO2)N/N=C/c1cccc([N+](=O)[O-])c1
    0.4	1.0	x	-1.1	1632	1.6	-0.2	7.2	0.3	-0.9	-11.8
> Cc1ccc(S(=O)(=O)NNC(=O)CCCCC(=O)NNS(=O)(=O)c2ccc(C)cc2)cc1
    -3.0	2.3	-0.44	13.3*	1444	1.7	4.9	7.7	-0.1	-5.6	-50.6
> O=C(CSc1nnc(-c2ccccc2F)n1C1CC1)Nc1cccnc1Cl
    -9.9	5.2	-0.712	1.2	1622	0.9	-11.2	3.5	0.0	2.5	5.3
> CCOC(=O)CNC(=O)C12CC3CC(C1)CC(c1ccc(C)cc1)(C3)C2
    2.2	-4.1	0.25	-4.1	1379	1.5	-1.9	-2.2	-0.6	-6.8	-11.2
> CCOC(=O)C1=C(CNCc2ccc(C)cc2)NC(=O)NC1c1cc(C)ccc1C (centres undefined)
    100.3*	3.4	-2.15	-4.6	1366	-0.5	-4.3	-5.8	0.3	-7.2	x
> CC(C)(C)c1ccc(C(=O)c2c[nH]c(C(=O)NCc3cccs3)c2)cc1
    -4.0	15.8	x	-0.3	1556	2.4	8.9	-0.1	2.9	21.1	x
> Cc1nnc(C)n1/N=C/c1cccs1
    -2.5	-10.2	-9.91e-05	-1.9	1550	1.1	4.4	7.5	0.2	-9.1	-6.5
> CC1(C)CC(NC(=O)CC(c2ccccc2)c2ccccc2)CC(C)(C)N1
    -0.3	6.9	x	-0.8	1506	3.9	4.9	-1.5	-2.5	-10.0	x
> C=CCN(c1ccc(C(=O)Nc2ccc(C)cc2)cc1)S(C)(=O)=O
    2.9	-5.1	-0.162	-3.9	1359	3.4	-5.0	-7.0	-0.6	0.9	-1.6
> CCOc1ccc(C(=O)CCN2CCCCCC2)cc1
    100.2*	-11.4	x	-1.6	1380	-1.9	-5.7	1.3	2.0	7.2	-3.3
> O=C(NNC(=O)c1cc2c(s1)CCCC2)c1ccccc1
    78.1*	3.1	0.887	-6.3	1517	9.1*	3.1	-3.5	-0.2	3.5	1.4
> CCC(C)NC(=O)CSc1nc2c(sc(=S)n2Cc2ccco2)c(=O)n1-c1ccccc1 (centres undefined)
    17.4	2.7	0.215	-3.4	1499	5.7	10.7	4.1	-0.5	12.5	x
> COCCn1c(C)cc(C(=O)CN2CCCCC2)c1C
    -7.0	-2.8	x	-1.3	1544	1.5	5.6	4.4	0.2	8.8	-2.6
> Cc1cccn2c(CN(C)C3CCCc4ccccc43)c(C(=O)N3CCOCC3)nc12 (centres undefined)
    7.9	9.0	-0.0327	-0.2	1530	1.9	-1.9	4.3	-1.0	-7.6	4.8
> Cc1nn(C)c(C)c1S(=O)(=O)N(CC(=O)NCCCOC(C)C)c1ccc(C(C)C)cc1
    -3.9	3.5	0.0576	-2.8	1641	1.5	-0.5	5.2	0.0	-4.4	-13.2
> CC1(C)CC2CC(C)(CN2C(=O)C23CCC(C)(C(=O)C2)C3(C)C)C1 (centres undefined)
    -1.8	-0.5	-0.106	-4.9	1506	0.8	-6.6	1.1	0.2	11.4	4.8
> COc1ccccc1-c1ccc(=O)n(CC(=O)NC(C)(C)C)n1
    -6.0	2.2	0.26	3.0	1629	0.0	0.1	-1.4	-0.6	8.7	-17.1
> Cc1ccc(C)c(N2CCN(CCCNC(=O)Cn3cccc3C(=O)c3ccccc3C)CC2)c1
    92.6*	-2.6	x	-3.2	1661	1.2	3.7	0.8	-1.1	-13.0	4.7
> Cc1ccc2nc(SCc3ccc([N+](=O)[O-])cc3)nc(C)c2c1
    -3.6	-0.9	x	-5.8	1545	6.2	7.2	0.7	2.9	14.2	x
> COC(=O)c1cc(NC(=O)CC2NC3CCCCC3NC2=O)cc(C(=O)OC)c1 (centres undefined)
    -2.6	-4.4	x	-4.9	1457	0.9	-3.7	7.2	2.3	-1.2	x
